# GLP1R inv ag: qHTS of GLP-1 Receptor Inverse Agonists (Inhibition Mode). HEK293 GLP-1R CRE-luciferase, luminescence, 24 h; GLP-1R form is constitutively active. AID 624417, 2012. Potency, µM (series often up to 38.3 µM), inactives show at the highest dose activity change, negative = inhibition, actives largely listed as inhibitors. Glucagon-like peptide 1 receptor (Homo sapiens), P43220. hit rate 1.6% among 410,000; further: potency means the concentration at half of the fitted maximal effect; on the % scale 0 is the no-effect control and ±100 the full control effect; nearly all actives have a fitted effect of over 55% in size
# Target sequence (P43220 whole entry, looked up): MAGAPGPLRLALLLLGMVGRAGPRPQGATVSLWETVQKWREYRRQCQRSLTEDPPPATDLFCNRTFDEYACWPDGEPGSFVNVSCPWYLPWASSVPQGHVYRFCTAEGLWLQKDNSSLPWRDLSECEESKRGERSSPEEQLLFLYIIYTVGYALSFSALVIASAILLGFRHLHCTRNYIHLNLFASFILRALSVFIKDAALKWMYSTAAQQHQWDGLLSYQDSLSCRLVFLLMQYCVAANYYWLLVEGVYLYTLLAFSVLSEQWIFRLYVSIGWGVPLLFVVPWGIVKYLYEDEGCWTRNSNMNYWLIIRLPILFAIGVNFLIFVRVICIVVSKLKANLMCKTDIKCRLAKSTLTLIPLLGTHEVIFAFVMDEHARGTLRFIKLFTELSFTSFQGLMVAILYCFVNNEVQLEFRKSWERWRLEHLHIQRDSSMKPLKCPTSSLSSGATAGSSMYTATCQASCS
#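 GLP-1R inverse agonism mode: basal reporter luminescence in engineered HEK293 cells measured after one day of compound exposure at 37 deg C, with a 12 min room-temperature detection step.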
# PI5P4Ka inh: qHTS for Inhibitors of phosphatidylinositol 5-phosphate 4-kinase (PI5P4K); PI5P4Kalpha enzyme, ADP-Glo luminescence, 60 min; hits give low values; max response, %; hit rate 1.2% among 330,000; AID 652105, 2013; active means max response of -50% or lower; inconclusive means between -30% and -50%; inactive means -30% or higher; further: value at the top dose of about 77 µM; on the % scale 0 is the no-effect control and ±100 the full control effect
# Target sequence (P48426 whole entry, looked up): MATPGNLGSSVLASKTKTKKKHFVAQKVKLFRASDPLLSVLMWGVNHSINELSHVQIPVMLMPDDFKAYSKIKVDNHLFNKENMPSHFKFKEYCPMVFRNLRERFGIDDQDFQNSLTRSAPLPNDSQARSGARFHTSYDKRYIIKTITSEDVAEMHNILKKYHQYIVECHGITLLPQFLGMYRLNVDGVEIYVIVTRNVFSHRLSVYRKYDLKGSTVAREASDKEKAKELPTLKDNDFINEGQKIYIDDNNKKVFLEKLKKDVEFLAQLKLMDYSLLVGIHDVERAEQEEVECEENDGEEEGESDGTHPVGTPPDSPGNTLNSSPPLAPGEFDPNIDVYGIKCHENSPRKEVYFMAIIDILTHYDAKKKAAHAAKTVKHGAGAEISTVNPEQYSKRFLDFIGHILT
#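 Reactions run in 0.038 M HEPES pH 7.4, 0.28 mM EGTA, 0.1% CHAPS and 5% DMSO, with PI5P4Kalpha, substrate, compound and 5 microM ATP final, one hour at room temperature. Readout is ADP-Glo luminescence.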
# PLK1 PBD inh: qHTS for Inhibitors of PLK1-PDB (polo-like kinase 1 - polo-box domain): Primary Screen; Serine/threonine-protein kinase PLK1 (Homo sapiens), P53350; Plk1 PBD binding of FITC phosphopeptide, fluorescence polarization; Potency, µM, for the others: max response, negative = inhibition, usual class: inhibitors; hit rate 2.8% among 360,000; further: potency means the concentration at half of the fitted maximal effect; series mostly up to about 57 µM; on the % scale 0 is the no-effect control and ±100 the full control effect; nearly all actives have a fitted effect of over 65% in size
# HEK293 tox: qHTS of GLP-1 Receptor Inverse Agonists: Cytotox Screen; HEK293 cAMP-luciferase reporter cells, luminescence, 24 h; Potency, µM (series often up to 38.3 µM), without a hit: top-dose activity change, negative = inhibition, hits mostly inhibitors; hit rate 0.13% among 410,000; AID 624418, 2012;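 further: loss of luciferase light is scored as toxicity; potency means the concentration at half of the fitted maximal effect; on the % scale 0 is the no-effect control and ±100 the full control effect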
#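 Step one: seed cells (200 cells/uL, DMEM with 10% Nu serum, 1% pen-strep). Step two: 12-hour incubation at 37 deg C. Step three: pin 23 nL compound, incubate 24 hr. Step four: add luciferase reagent, read luminescence 12 min later.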
# EPAC1 agonist: qHTS for Agonist of cAMP-regulated guanine nucleotide exchange factor 3 (EPAC1): primary screen; Potency, µM (series often up to 154 µM), inactives show at the top dose activation, hits mostly activators; AID 720707, 2013; EPAC1 agonist qHTS, biochemical assay; response scale: 100% = response to 6.5 mM cAMP; hit rate 0.073% among 360,000; Rap guanine nucleotide exchange factor 3 (Homo sapiens), O95398; further: potency means the concentration at half of the fitted maximal effect; nearly all actives have a fitted effect of over 60% in size
#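 Fluorescent GDP-exchange assay: 100 nM EPAC1 with 250 nM Rap1B preloaded with BODIPY-GDP and 50 uM GDP; compounds tested as concentration series, 5 min at room temperature, then read every 5 min for 30 min (ex 480/em 540 nm); normalized to 6.5 mM cAMP.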
# EPAC1 antag: qHTS for Antagonist of cAMP-regulated guanine nucleotide exchange factor 3 (EPAC1): primary screen. EPAC1 GEF assay, Rap1b-BODIPY-GDP exchange fluorescence. Potency, µM (titrated, usually from 115 µM), for inactives: top-dose activity change, negative = inhibition, usual class: inhibitors. hit rate 0.14% among 360,000. AID 720709, 2013;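 further: potency means the concentration at half of the fitted maximal effect; plate controls were vehicle for no effect and positive control for full effect; nearly all actives have a fitted effect of over 50% in size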
# GLP1R ag: qHTS of GLP-1 Receptor Agonists; Potency, µM (top dose mostly 45.6 µM), inactives show at the highest dose activation, usual class: activators; AID 624172, 2012; HEK293 GLP-1R CRE-luciferase, luminescence, 4-6 h; cells express a hypersensitive GLP-1R form; Glucagon-like peptide 1 receptor (Homo sapiens), P43220; hit rate 0.007% among 380,000; further: potency means the concentration at half of the fitted maximal effect; % of control where 0% means no effect
# IL2 activator: qHTS of IL-2 Activators; activation, % (series mostly up to about 46 µM); AID 652025, 2013; hit rate 0.065% among 360,000; IL-2 activation reporter assay, cell-based qHTS; stimulated with anti-CD3/CD4/CD28 beads; in transgenic mouse T cells; in the data active means activation above about 50%; inconclusive means mostly about 30% to 49%; further: 0% is about no effect
#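 First, unstimulated transgenic mouse T cells were exposed to compound for 60 min. Next, anti-CD3/anti-CD4-coated beads with anti-CD28 were added. Finally, after 18 h at 37 degrees C, EGFP and DsRed were imaged.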
# PTHR1 ag: qHTS for PTHR1 Agonists: Primary Screen; HEK293 GP2 PTHR1 cells, GloSensor cAMP luminescence, 1 h; Potency, µM (highest dose often 115 µM), inactives show at the highest dose activation, usual class: activators; hit rate 0.075% among 410,000; further: potency means the concentration at half of the fitted maximal effect; nearly all actives have a fitted effect of over 55% in size; some results filed as inactive show a strong effect at the top dose; inactives centre near -15; many of its hits are not listed in these tables
#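 HEK-293-derived GP2 cells expressing PTHR1 and a GloSensor cAMP reporter, 3,000/well, plated overnight, given luciferin plus IBMX (each 0.5 mM as added) for 1 h at 37 °C, then compound for 1 h at 37 °C. Luminescence was read after 15 min at room temperature.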
# Numbers without * were called inactive; i = inactive; ? = inconclusive; . = not tested or not shown; [ ] = dose if it differs, or a comment. Unless noted, the call rests on the fitted dose curve; in most records, active means well fitted curve in the direction sought with a large enough effect; inconclusive means small, poorly fitted or top-dose-only effect, or another doubt; inactive means no such curve, though single readings can be large; an effect the other way counts as inactive or inconclusive.
SMILES,GLP1R inv ag,PI5P4Ka inh,PLK1 PBD inh,HEK293 tox,EPAC1 agonist,EPAC1 antag,GLP1R ag,IL2 activator,PTHR1 ag
COc1ccc(NC(=O)c2cc(S(=O)(=O)N3CCCCC3)c[nH]2)cc1,-22%,0,5%,0%,-10%,-2%,1%,1.8,-33%[inhibitor]
O=C(COC(=O)c1ccccn1)NC(=O)c1ccccc1,-4%,-7,0%,11%,-3%,0%,-4%,0.5,i
CCOc1ccc2nc(NC(=S)N(C)C)sc2c1,?,-19,19µM*,?,8%,9%,-10%,-3.9,-23%[57.5 µM]
CN(C(=O)c1cccc(NC(=O)Cc2ccc(NC(=O)C3CCCN(C(=O)c4ccccc4)C3)cc2)c1)C1CCCC1 (stereo not given),1%,5,-19%,0%,2%,-8%,4%,-0.5,-34%
COc1ccc(NC(=S)N2CCN(C(c3ccccc3)c3ccccc3)CC2)cc1OC,?,9,-12%,-7%,7%,-5%,-11%,-0.3,-5%
Cc1cc(OCCN2CCOCC2)ccc1C(C)C,?,16,-1%,0%,-5%,-12%,9%,-2.4,i
Cc1c(C)c2c(OCC(=O)N[C@@H](C)C(=O)O)cc3c(c2oc1=O)CCC(C)(C)O3,16%,-20,2%,-1%,0%,-8%,0%,-5.2,i
Cc1ccc(OCCNC(=O)c2cccc(S(=O)(=O)N3CCN(Cc4ccccc4)CC3)c2)cc1,?,11,6%,7%,13%,?,1%,-0.3,-40%
COc1cccc(C(=O)N2CCN(Cc3ccc(OC)cc3OC)CC2)c1,-4%,-3,3%,-4%,3%,-3%,4%,-0.2,-23%
COc1cc(Nc2ncnc3onc(-c4ccc(Cl)cc4)c23)cc(OC)c1,-1%,.,.,-7%,.,.,4%,.,i
CCc1c(C)nc2ncnn2c1NCCc1ccccc1,-1%,-12,-13%,0%,8%,-2%,6%,-1.3,-11%[57.5 µM]
O=C(O)CSCC(=O)NCc1c(Cl)cccc1Oc1ccccc1,17%,1,-3%,5%,7%,0%,-4%,-0.5,-6%
Cc1ccc2nc(C(Cl)(Cl)Cl)nc(N/N=C/c3ccc([N+](=O)[O-])cc3)c2c1,0%,1,-9%,4%,15%,-2%,10%,1.9,-1%
CCc1nnc(SCC(=O)NC2CCCC2)nc1CC,2%,.,-1%,8%,7%,-6%,1%,-1.7,-8%[57.5 µM]
CCOc1nnc(C)c2c(C)n(-c3cccc(OC)c3)nc12,14%,4,8%,-18%,4%,3%,8%,0.7,i
C[C@H](O)[C@H](O)[C@H]1CNc2nc(N)[nH]c(=O)c2N1,13%,?,27µM*,-5%,-14%,0%,12%,-0.4,-23%
O=C1Nc2ccccc2C12OCCCO2,18%,-3,-1%,-4%,6%,-9%,-5%,0.2,i
Cc1ccc(CNC(=O)CCNS(=O)(=O)c2cccc3nonc23)cc1,2%,.,1%,-9%,-1%,13%,-6%,-2.2,i
CN(C)NC(=S)NC1CCS(=O)(=O)C1 (stereo not given),1%,-4,-1%,-9%,-3%,31%[activator],-6%,1.5,i
CCSc1nnc(CNC(=O)c2ccccc2F)n1-c1ccccc1OC,-1%,6,-2%,-28%,11%,-12%,8%,-1.1,i
c1ccc(-c2ccc(OCCOCCn3cncn3)cc2)cc1,0%,1,-10%,45%[activator],8%,1%,2%,-1.4,-2%[57.5 µM]
N#CC(C#N)=C1c2cc(S(N)(=O)=O)ccc2-c2ccc(S(N)(=O)=O)cc21,17%,-3,-5%,2%,-5%,-24%,1%,1.2,-34%[inhibitor]
Cc1ccc(NC(=S)N2CCC(N(C)CC3CCCO3)CC2)cc1C (stereo not given),-6%,1,0%,8%,5%,29%,4%,-4.3,-9%
Nc1nonc1-c1nc2ccccc2n1CC(=O)O,-5%,.,-10%,3%,10%,11%,-5%,-1.1,i
CCOc1ccc2nc3c(cc2c1)CN(CCCO)C(=NCCOC)S3,?,-16,11µM*,-7%,12%,3%,0%,1.1,-11%[57.5 µM]
CC1CCCC(NC(=O)C2c3ccccc3C(=O)N2Cc2cccs2)C1C (stereo not given),3%,-2,6%,-5%,-22%,-19%,-4%,-0.5,i
C[C@@H](C(=O)NCc1ccccc1)N1C(=O)C2CC=CCC2C1=O (stereo not given in full),-8%,0,0%,18%,3%,-3%,-8%,-5.2,-24%
Clc1ccc2oc(-c3ccccn3)nc2c1,2%,-7,-15%,-9%,6%,-9%,-1%,-0.7,-6%[57.5 µM]
COc1ccc(/C=N/NC(=O)C2C3CCCCC32C)cc1OC (stereo not given),86%[activator],3,7%,1%,10%,4%,23%,-2.8,-18%
CCCN(C(=O)Cn1ncc2c([nH]c3ccccc32)c1=O)c1ccccc1C,14%,0,-4%,-4%,4%,-23%,4%,-1.2,i
CCOC(=O)/C(C#N)=C/C1=C(N2CCCC2)CC(C)(C)OC1,3%,-4,0%,?,-4%,-5%,19%,0.2,i
Cc1ccc(-c2nc(COC(=O)c3c(C)noc3C)cs2)cc1,-9%,.,2%,21%,9%,-3%,46%,-2.7,-33%[inhibitor][57.5 µM]
O=C(Nc1cccc(C(F)(F)F)c1)C1CCCN(c2ncccn2)C1 (stereo not given),0%,.,-7%,1%,18%,-1%,-10%,-0.7,i
CCOC(=O)c1cc(C)nc(Sc2ccc(C)cc2)c1C#N,-21%,-6,-11%,?,7%,-19%,26%,-6.5,-19%
COC(=O)c1ccc(C(=O)OC)c(NC(=S)N2CCC(N3CCCCC3)CC2)c1,23%,0,-12%,3%,5%,-18%,6%,1.5,i
CC1CCCCC1NC(=O)CSc1nc2ccccc2c(=O)n1Cc1ccco1 (stereo not given),-2%,.,3%,2%,-3%,12%,0%,-1.2,i
COC(=O)CN1C(C)=Nc2ccc(Br)cc2C1c1ccccc1 (stereo not given),-15%,1,-4%,7%,3%,-8%,-2%,-2.3,-37%[inhibitor][57.5 µM]
COC(=O)c1ccc(S(=O)(=O)N2CCc3ccccc3C2)cc1,20%,7,3%,-4%,3%,-13%,-6%,1.3,-7%
CCOC(=O)c1nn(-c2ccc(OCC)cc2)c2nc(CC(C)C)c(C#N)c(=O)n12,8%,.,-7%,15%,6%,-14%,-8%,-2.7,i
COc1ccc(NC(=O)C2(C)CCN2Cc2cccc(OC)c2F)cc1OC (stereo not given),0%,3,0%,0%,1%,-12%,18%,-1.0,-46%[inhibitor]
C=CCn1c(SCc2c(C)noc2C)nc2cc(C(=O)O)ccc2c1=O,0%,.,-4%,-29%,2%,13%,7%,-2.9,-17%
COc1ccc(C(=O)CCN2CCCC(C)C2)cc1 (stereo not given),16%,4,?,3%,6%,0%,-1%,-5.2,-8%
COc1cccc(OC)c1C(=O)Nc1cccc(NC(=O)c2cccs2)c1,13%,1,-7%,0%,0%,-14%,-5%,2.2,i
CN(CCc1ccccc1)C(=O)c1ccc(NC(=O)Cc2cccc(NC(=O)C3CCN(C(=O)CCc4ccccc4)CC3)c2)cc1,?,-3,-5%,2%,4%,-7%,5%,-0.4,i
COC(=O)c1cc(C(=O)N2CCN(c3ccccc3OC)CC2)cc([N+](=O)[O-])c1,1µM*,8,2%,?,1%,0%,22%,-1.6,i
CCC(C)(C)NC(=O)C(c1ccccc1Cl)N(C(=O)CCC(=O)Nc1cc(C)on1)C1CC1 (stereo not given),-22%,5,-27%,-1%,0%,-24%,7%,-1.3,i
O=c1[nH]c(CN2CCN(c3ncccn3)CC2)nc2c(Br)cc(Br)cc12,-29%,4,-5%,-7%,11%,-8%,3%,-0.4,-11%
COc1ccc(Cc2nnc(SCC(=O)Nc3ccccc3C#N)o2)cc1,2%,-1,-10%,15%,7%,1%,3%,-3.7,i
Cc1c(C(=O)NCCSCc2c(F)cccc2Cl)cnn1-c1ccc(F)cc1,?,0,-1%,-4%,7%,2%,10%,-0.6,-37%[inhibitor]
CCCCOC1CC(c2ccc(OCc3ccc(OC)cc3)c(OC)c2)N(C)O1 (stereo not given),10µM*,14,-13%,-17%,5%,-9%,11%,-0.6,-33%[inhibitor]
CCOC(=O)c1c(NC(=O)c2ccc(S(=O)(=O)N(C)CC3CCCO3)cc2)sc2c1CCN(C)C2 (stereo not given),?,-2,17%,184%[activator],-8%,-28%,11%,-1.5,i
O=C1CC(c2ccc(F)cc2)C(n2cncn2)C(O)=C1C1NCCc2ccccc21 (stereo not given),-18%,3,-16%,-5%,5%,12%,1%,0.3,-17%
CCn1cc(CN2CCC(n3nccc3NC(=O)CCCc3ccccc3)CC2)cn1,3%,3,-6%,-5%,-5%,2%,13%,-4.9,i
Cn1c(SCC(=O)N2CCOCC2)nc(O)cc1=O,-5%,.,-7%,-3%,11%,-7%,-7%,0.0,-12%[57.5 µM]
Cc1cn(S(=O)(=O)c2ccc(F)c(Cl)c2)cn1,15%,.,.,-3%,.,.,-3%,.,i

# Part of the list above, reduced to GLP1R ag.
Compound	GLP1R ag
Cc1ccc2nc(C(Cl)(Cl)Cl)nc(N/N=C/c3ccc([N+](=O)[O-])cc3)c2c1	10%
CCc1nnc(SCC(=O)NC2CCCC2)nc1CC	1%

# Source: PubChem

# Some of the compounds tested; the hit share may differ from the screen's.
